Screening data (PubChem BioAssay)
influenza NS1A – H1N1 influenza NS1A inhibitors, functional cell based assay (AID 504329) | NS1A functional cell-based assay, percent inhibition; higher % means a stronger effect | one-dose inhibition, % at 12.5 µM; IC50 in µM for titrated hits | actives 0.3% (n = 340,000); in the data active means a potency from the dose series; inconclusive means inhibition above about 27% without an active follow-up result; further: strong numbers were not always called active
M. tuberculosis – growth inhibition of non-replicating M. tuberculosis (AID 488890) | inhibition, % at 25 µM; hits with a dose series show IC50 in µM | Mycobacterium tuberculosis non-replicating, growth inhibition; higher % means a stronger effect | actives 0.39% (n = 320,000); in the data active means a potency from the dose series; inconclusive means inhibition mostly from about 82% at the one dose, without a potency; inactive means the rest, 99 in 100 with inhibition below about 76%;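 further: plate controls were DMSO cells for no effect and high antibiotic wells for full effect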
H37Rv inhibition – M. tuberculosis growth inhibition, HTS (AID 449762) | M. tuberculosis H37Rv growth inhibition, 7H9 media; higher % means a stronger effect | inhibition, % at 25 µM; hits with a dose series show IC50 in µM | actives 0.59% (n = 330,000); in the data active means a potency from the dose series; inconclusive means inhibition above about 70% without an active follow-up result;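 further: bacterial growth assessed after seven days of incubation; strong numbers were not always called active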
Salmonella PhoP GFP – PhoP regulon inhibitors, Salmonella typhi PhoP promoter GFP reporter, confirmatory (AID 1850); Salmonella Typhi PhoP-promoter GFP reporter, fluorescence, 4 h; higher % means a stronger effect; inhibition, % at 50 µM; hits with a dose series show IC50 in µM; actives 0.33% (n = 310,000); in the data active means a potency from the dose series; inconclusive means inhibition mostly from about 25% at the one dose, without a potency; inactive means the rest, 99 in 100 with inhibition below about 19%;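 further: 0% = induced wells with vehicle and 100% = uninduced wells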
inhibitors of VEEV – inhibitors of VEEV TC-83 cytopathic effect, confirmation, Vero cells (AID 588727) | Vero cells, VEEV TC-83 cytopathic effect inhibition; higher % means a stronger effect | inhibition, % at 20 µM; hits with a dose series show IC50 in µM | actives 0.13% (n = 350,000); in the data active means a potency from the dose series; inconclusive means inhibition mostly from about 14% at the one dose, without a potency; inactive means the rest, 99 in 100 with inhibition below about 12%; further: strong numbers were not always called active
inhibitors of VEEV 10K pilot screen – recorded beside inhibitors of VEEV, whose call it bears; inhibition, %; measured here: 10K pilot screen inhibition
* marks the source's active call; other numbers are inactive results; i = inactive; ? = inconclusive; nt = no result given.

SMILES | influenza NS1A | M. tuberculosis | H37Rv inhibition | Salmonella PhoP GFP | inhibitors of VEEV | others
COc1ccc(Nc2nc(N)nc(COc3ccc(OC)cc3)n2)cc1 | 6% | 7% | 5% | -3% | 2.0%
O=C(COC(=O)c1ccc(Br)o1)Nc1ncc(Cl)cc1Cl | -3% | 68% | -12% | -10% | 0.2%
CCCc1nnc(NC(=O)COC(=O)c2cc(C)nc3ccccc23)s1 | 0% | 10% | -6% | -3% | 0.1%
COc1ccc(S(=O)(=O)N2CCCCC2)cc1NC(=O)Cc1ccc(Br)cc1 | -8% | nt | nt | nt | 0.9%
Nc1nnc(/C=C/c2ccccc2Cl)s1 | -18% | 13% | 36% | 3% | 2.6%
COc1cccc(C(=O)NNC(=O)Cc2ccc(Cl)cc2)c1 | -11% | 40% | -7% | -4% | 0.5% | inhibitors of VEEV 10K pilot screen=0.7
CCc1cccc(C)c1NC(=O)c1ccc2nc(N3CCOCC3)sc2c1 | 8% | 7% | -4% | -19% | 0.4%
CN1CCN(CC(O)COc2ccc(C34CC5CC(CC(C5)C3)C4)cc2)CC1 (stereo not given) | 14% | nt | nt | nt | 0.2%
CN(C(=O)COC(=O)c1cc([N+](=O)[O-])ccc1Cl)c1ccccc1 | -6% | ? | 51% | 3% | 11%
COc1ccc(/C=C(\C#N)C(=O)NC2CCS(=O)(=O)C2)cc1OC (stereo not given) | -1% | -9% | 2% | 15% | i
Cc1cc(C)n2nc(N)c(N=Nc3ccc(Cl)cc3)c2n1 | -2% | 74% | 5% | -4% | 1.4%
O=C(NCCc1nc2ccccc2[nH]1)c1cc([N+](=O)[O-])cc([N+](=O)[O-])c1 | -4% | -24% | -2% | -1% | 1.0%
C=CC12CN(C)[C@@H]3C4CO[C@H](C[C@H]41)[C@]1(C(=O)Nc4ccccc41)[C@@H]32 (stereo not given in full) | -2% | -15% | 0% | 9% | 0.8%
Cc1ccc(C)c(OCC(=O)N2CCc3ccccc3C2)c1 | -6% | 3% | -3% | -5% | 7.2%
O=C(Nc1cccnc1)C1CCCN(S(=O)(=O)c2ccccc2)C1 (stereo not given) | 24% | -3% | -9% | 0% | i
O=c1nc2ccccc2c2n1CC(CN1CCN(Cc3ccccc3)CC1)N2 (stereo not given) | -25% | 8% | -6% | -5% | 1.4%
Cn1c(=O)c2c(nc(-n3ccnc3)n2Cc2ccc([N+](=O)[O-])cc2)n(C)c1=O | 0% | 13% | 14% | 0% | 3.1%
CC1CCCN(C(=O)Cn2nnc(-c3ccc([N+](=O)[O-])cc3)n2)C1 (stereo not given) | -1% | -12% | -5% | -6% | 0.9%
Cc1ccc(C(=O)Nc2ccc(S(=O)(=O)N3CCCC3)cc2)s1 | 3% | 25% | 5% | 6% | 8.8%
Cc1nc(N2CCOCC2)nc(Oc2ccccc2F)c1[N+](=O)[O-] | 11% | 7% | -5% | 5% | 0.0%
C=CCOc1ccc(C=Nc2cccc(Cl)c2)c(O)c1 | -7% | -4% | -3% | -1% | 1.9%
Cc1cccc(CCN2CCN=C2N(C)C)c1 | -1% | -10% | 2% | -11% | 0.5%
Nc1oc2ccc(F)cc2c(=O)c1C=O | 6% | -5% | -5% | -3% | 5.0%
CC(C)(O)/C=C/C(=O)[C@](C)(O)C1[C@H](O)C[C@@]2(C)C3CC=C4C(C=C(O[C@@H]5O[C@H](CO)[C@@H](O)[C@H](O)[C@H]5O)C(=O)C4(C)C)[C@]3(C)C(=O)C[C@]12C (stereo not given in full) | 2% | -6% | -9% | nt | 7.0% | inhibitors of VEEV 10K pilot screen=0.6
NC(=O)c1ccc(-c2nnn(CC(=O)N(C3CCCCC3)C3CCS(=O)(=O)C3)n2)cc1 (stereo not given) | -2% | 2% | 2% | nt | 1.4%
Cc1cc(C)n2nc(C(=O)OCC(=O)Nc3cc(S(=O)(=O)N4CCOCC4)ccc3Cl)nc2n1 | 5% | nt | nt | nt | 7.0%
COc1ccc(S(=O)(=O)N2CCC(NC(=O)c3cccnc3)CC2)cc1 | 5% | -8% | 0% | -15% | 0.6%
O=C1C(=O)N(CCCN2CCOCC2)C(c2ccc([N+](=O)[O-])cc2)/C1=C(/O)c1ccc2c(c1)OCO2 (stereo not given) | -4% | 3% | 0% | 1% | 1.6%
CCc1ccc(CN2CCCC(CCC(=O)N3CCN(c4ccccn4)CC3)C2)o1 (stereo not given) | 7% | 7% | -1% | 1% | 0.5%
Cc1ccccc1S(=O)(=O)Cc1ccc(C(=O)NC2CCCC2)o1 | 4% | 9% | -3% | 3% | 2.7%
O=c1[nH]c2cc3ccccc3cc2nc1C(F)(F)F | -2% | 1% | 3% | -14% | 5.4%
CCN(CC)C(=O)c1ccc(Oc2ccc([N+](=O)[O-])cc2Cl)cc1 | 1% | 10% | 4% | -4% | 2.5%
Clc1ccc(-n2ncc3c(NCc4ccc5c(c4)OCO5)ncnc32)cc1 | -9% | 7% | -1% | 2% | 2.9%
COc1ccc(N2CCN(C(=O)CN(c3ccccc3)S(=O)(=O)c3ccc(OC)cc3)CC2)cc1 | 12% | 56% | -6% | -13% | i
Cc1ccc(C)c(S(=O)(=O)N2CCCCC2CCNC(=O)C(=O)NCc2cccnc2)c1 (stereo not given) | 5% | 20% | -1% | -10% | 0.6%
CC1(C)NC(=S)C(C)(C)N1N=O | 1% | nt | nt | nt | 1.3%
CC1CCC(C(=O)c2c(O)c3ccccc3oc2=O)CC1 (stereo not given) | -18% | ? | ? | 9% | i
CCOc1ccc(NC(=O)N2CCC(NC(=O)C(Cc3cccc(F)c3)NC(C)=O)CC2)cc1 (stereo not given) | 5% | -3% | -6% | -2% | 0.7%
Cn1c(N)c(Sc2ccccc2[N+](=O)[O-])c(=O)n(C)c1=O | 5% | -5% | 6% | 7% | 1.0%
Cc1ccc(OCCCC(=O)Nc2nccs2)cc1 | -2% | 44% | 6% | -3% | 0.7%
CCOC(=O)N1CCC(=NNc2nc(C)cc(=O)[nH]2)CC1 | -3% | 4% | -5% | -2% | 1.9%
O=C(O)C/C=C(\NC(=O)OCc1ccccc1)C(=O)OCc1ccccc1 | -13% | 1% | 1% | -6% | 0.5% | inhibitors of VEEV 10K pilot screen=0.7
COc1cccc(-n2c(C)nc3ccccc3c2=O)c1 | -19% | nt | -3% | -3% | 3.5%
CCOC(=O)C1(CC2CC2)CCN(C(=O)c2cc(C)nc3ccc(CC)cc23)CC1 | 1% | 62% | 12% | 4% | 7.2%
Cc1nc(COC(=O)c2ccc(S(=O)(=O)N3CCCC3)cc2)cs1 | 1% | 48% | -3% | 2% | 3.4%
O=C(Cn1cnc2ccccc2c1=O)Nc1nnc(C2CC2)s1 | -8% | 3% | -7% | 8% | 1.7%
Cc1cccc(C(=O)OC(C)C(=O)N2CCc3ccccc3C2)c1C (stereo not given) | -17% | 35% | 3% | nt | 7.7%
COc1ccc(CCNCc2ccc(OCc3ccccc3)cc2)cc1 | 4% | ? | 54% | 12% | 1.5%
N#Cc1c(-c2ccccc2)c(-c2ccccc2)n[nH]c1=O | -13% | -1% | -4% | -6% | i
COc1ccc(NC(=O)C2CCCN2S(=O)(=O)c2ccc3c(c2)CCC(=O)N3)cc1Cl (stereo not given) | 1% | 27% | -1% | 1% | 0.7%
Cc1cc(=O)[nH]c(SCc2nc3ccccc3c(=O)n2-c2ccccc2C)n1 | -2% | 11% | 12% | 4% | i
CCOC(=O)c1oc2ccc(S(=O)(=O)n3nc(-c4ccc(C)cc4)cc3N)cc2c1C | -4% | -12% | -8% | -2% | 29%
O=C1NC2(CCc3ccccc3C2)C(=O)N1CCOc1cccc(Cl)c1 (stereo not given) | -8% | 18% | -1% | 0% | i
CCOC(=O)c1ccc(NC(=O)N(CC)CC)cc1 | -4% | 12% | 15% | 4% | 1.7%
COC(=O)c1[nH]nc(-c2ccccc2)c1-c1ccccc1 | -3% | 2% | -3% | -7% | 3.1%
CC(=O)N1CCN(C(=O)CCc2cc(C(C)(C)C)c(O)c(C(C)(C)C)c2)CC1 | 22% | 11% | 2% | -9% | 0.6%
Cc1ccc2oc(=O)c3cc(C(=O)NCCCN4CCCCCC4)sc3c2c1 | 10% | i | 3% | -10% | 1.6%
COc1ccc(NC(=O)CN(C)C(=O)c2cc(-c3ccc(C)o3)nc3ccccc23)cc1 | -2% | 32% | 14% | 0% | 7.4%
CCNC(=O)COc1ccc(-c2ccccc2)cc1 | -6% | ? | -5% | -7% | 3.8%
Cc1ccc(S(=O)(=O)NC(CC(=O)N2CCOCC2)c2ccco2)cc1 (stereo not given) | -3% | 6% | 1% | 2% | 0.6%

The closing 5 records of the part above come first, to join the parts.
SMILES | influenza NS1A | M. tuberculosis | H37Rv inhibition | Salmonella PhoP GFP | inhibitors of VEEV | others
CC(=O)N1CCN(C(=O)CCc2cc(C(C)(C)C)c(O)c(C(C)(C)C)c2)CC1 | 22% | 11% | 2% | -9% | 0.6%
Cc1ccc2oc(=O)c3cc(C(=O)NCCCN4CCCCCC4)sc3c2c1 | 10% | i | 3% | -10% | 1.6%
COc1ccc(NC(=O)CN(C)C(=O)c2cc(-c3ccc(C)o3)nc3ccccc23)cc1 | -2% | 32% | 14% | 0% | 7.4%
CCNC(=O)COc1ccc(-c2ccccc2)cc1 | -6% | ? | -5% | -7% | 3.8%
Cc1ccc(S(=O)(=O)NC(CC(=O)N2CCOCC2)c2ccco2)cc1 (stereo not given) | -3% | 6% | 1% | 2% | 0.6%
Cc1ccc(S(=O)(=O)N2CCN(CC(=O)N/N=C/c3cc([N+](=O)[O-])ccc3Cl)CC2)cc1 | 4% | 22% | 11% | -7% | 3.7%
OC(COc1ccc(Br)cc1)CN1CCCC1 (stereo not given) | 0% | 18% | 1% | 7% | 0.7%
O=C1Nc2c(Br)cc(Br)c3cccc1c23 | -14% | -1% | 40% | 3% | 0.9%
COc1cccc(NCc2ccc([N+](=O)[O-])s2)c1 | -2% | 77% | 7% | -6% | 0.5%
O=c1cc(C(F)(F)F)nc(SCc2cccc3ccccc23)[nH]1 | -6% | 72% | -8% | 4% | 6.4%
O=C(O)COCc1nc2ccccc2s1 | -8% | 7% | 2% | 0% | 0.9%
COc1cc(/C=N/Nc2nc(N3CCCCC3)nc(N3CCCCC3)n2)ccc1OC(=O)c1ccco1 | nt | -4% | 3% | 1% | nt
COc1ccccc1C(=O)NCCC(=O)N1CCCC(C)C1 (stereo not given) | -11% | -6% | -10% | -5% | 5.5%
CCOC(=O)[C@H]1[C@H]2COc3ccc(C)cc3[C@@H]2N2C(=O)CN(Cc3ccccc3)C(=O)[C@@]12C | -16% | 16% | -6% | nt | 9.1%
COc1cc(/C=C(\C#N)C(N)=O)ccc1OCc1c(C)no[n+]1[O-] | -1% | 12% | -6% | 2% | 0.5%
COc1ccc(-c2nnc(SCC#CCO)o2)cc1OC | 2% | 46% | 2% | -3% | 5.2%
CCOC(CNC(=O)C1CCN(S(=O)(=O)c2ccc3nc4c(c(C(=O)O)c3c2)CC(C)CC4)CC1)OCC (stereo not given) | -10% | -1% | 2% | -2% | 1.4%
CCOC(=O)CSc1nnc(CNC(=O)c2ccc(OC)cc2OC)n1C | 7% | 0% | -1% | 2% | i

Of the compounds above, 7 have a furan ring, fused or not:
SMILES | influenza NS1A | M. tuberculosis | H37Rv inhibition | Salmonella PhoP GFP | inhibitors of VEEV | others
O=C(COC(=O)c1ccc(Br)o1)Nc1ncc(Cl)cc1Cl | -3% | 68% | -12% | -10% | 0.2%
CCc1ccc(CN2CCCC(CCC(=O)N3CCN(c4ccccn4)CC3)C2)o1 (stereo not given) | 7% | 7% | -1% | 1% | 0.5%
Cc1ccccc1S(=O)(=O)Cc1ccc(C(=O)NC2CCCC2)o1 | 4% | 9% | -3% | 3% | 2.7%
CCOC(=O)c1oc2ccc(S(=O)(=O)n3nc(-c4ccc(C)cc4)cc3N)cc2c1C | -4% | -12% | -8% | -2% | 29%
COc1ccc(NC(=O)CN(C)C(=O)c2cc(-c3ccc(C)o3)nc3ccccc23)cc1 | -2% | 32% | 14% | 0% | 7.4%
Cc1ccc(S(=O)(=O)NC(CC(=O)N2CCOCC2)c2ccco2)cc1 (stereo not given) | -3% | 6% | 1% | 2% | 0.6%
COc1cc(/C=N/Nc2nc(N3CCCCC3)nc(N3CCCCC3)n2)ccc1OC(=O)c1ccco1 | nt | -4% | 3% | 1% | nt
